High-throughput results: PubChem, Sanford-Burnham Center for Chemical Genomics
SENP8 block-1 = SENP8 protease inhibition; purified SENP8, Z-RLRGG-aminoluciferin cleavage, luminescence; inhibition, % at 10 µM; 1.2% of 330,000 active; AID 2540; in the data active = inhibition above about 50%
Apaf1 inhib = blocks human Apaf-1 apoptosome activity | O14727 | reconstituted apoptosome caspase-3 activity, DEVD-Rh110 fluorescence | inhibition, % at 20 µM | 0.71% of 330,000 active | AID 489030; active = inhibition of at least 40% at 20 µM;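 also: plate controls were DMSO wells for no effect and DEVD-CHO caspase inhibitor wells for full effect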
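System: Apoptosome proteins | Medium: Hepes pH 7.5 with detergent and BSA | Also added: Cytochrome c trigger plus (Z-DEVD)2-Rh110 caspase-3 substrate | Incubation: 30 min compound preincubation, 50 min activation, room temperature | Detection: Rhodamine 110 fluorescence at Ex 480/Em 540 nm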
NALP3 yeast inh = NALP3 inhibition in yeast; Yeast reconstituted NLRP3/ASC/caspase-1, beta-gal luminescence, 24 h; inhibition, % at 10 µM; 0.39% of 330,000 active; AID 2825;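 active = inhibition of 50% or more; inactive = inhibition below 50%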;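 also: plate controls were induced DMSO wells for no effect and uninduced yeast grown without galactose for full effect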
SENP7 inh = inhibitors of human SENP7 protease; Q9BQF6; 1.5% of 330,000 active; recombinant SENP7, Z-RLRGG-aminoluciferin luminescence, 40 min; AID 434973; inhibition, % at 5 µM;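 active = inhibition above about 50% at the single test dose, limit read from the data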;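 also: plate controls were DMSO with enzyme for no effect and no enzyme buffer wells for full effect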
SENP8 block-2 = inhibitors of human SENP8 protease | Q96LD8 | recombinant SENP8, Nedd8 substrate fluorescence | inhibition, % at 20 µM | 0.64% of 360,000 active | AID 602440; in the data active = inhibition mostly above about 40%, no sharp cut-off; inactive = mostly below about 27%
PfG6PD inh = PfG6PD (Plasmodium falciparum) enzyme inhibition; inhibition, % at 20 µM; PfGluPho enzyme, NADPH resazurin-diaphorase fluorescence; 0.78% of 350,000 active;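 active = inhibition reaching at least a set limit at 20 µM in the primary screen, cut at about 59% in these data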;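 also: 0% = DMSO wells with substrate and 100% = DMSO wells lacking glucose-6-phosphate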
SENP1 FRET inh = blocks the human SENP1 SUMO protease catalytic domain; Q9P0U3; AID 624204; recombinant SENP1 catalytic domain, CyPet-SUMO1-YPet FRET cleavage; inhibition, % at 10 µM; 0.21% of 360,000 active;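 active = inhibition at least 30% at 10 µM, raw YFP signal under a set limit, fluorescence ratio 0.5 to 1.5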;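 also: 0% = enzyme with DMSO and 100% = no enzyme wells; some results filed as inactive read as strong as hits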
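Test system: human SENP1 catalytic domain; medium: Tris pH 8 buffer plus EDTA, NaCl, BME, BSA, NP40, catalase; incubation: 50 min reaction at room temperature; technique: FRET, CFP and YFP emission; controls: no-enzyme low control and enzyme-plus-DMSO high control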
HKDC1 inhibitor = inhibitors of human hexokinase HKDC1; Q2TB90; recombinant HKDC1, G6PDH/diaphorase resazurin coupled fluorescence; inhibition, % at 20 µM; 0.16% of 340,000 active; AID 493160;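 active = inhibition above about 35% when tested at 20 µM, limit read from the data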;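 also: plate controls were DMSO wells with enzyme for no effect and DMSO wells lacking enzyme for full effect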
Target sequence (Q2TB90 whole entry, looked up): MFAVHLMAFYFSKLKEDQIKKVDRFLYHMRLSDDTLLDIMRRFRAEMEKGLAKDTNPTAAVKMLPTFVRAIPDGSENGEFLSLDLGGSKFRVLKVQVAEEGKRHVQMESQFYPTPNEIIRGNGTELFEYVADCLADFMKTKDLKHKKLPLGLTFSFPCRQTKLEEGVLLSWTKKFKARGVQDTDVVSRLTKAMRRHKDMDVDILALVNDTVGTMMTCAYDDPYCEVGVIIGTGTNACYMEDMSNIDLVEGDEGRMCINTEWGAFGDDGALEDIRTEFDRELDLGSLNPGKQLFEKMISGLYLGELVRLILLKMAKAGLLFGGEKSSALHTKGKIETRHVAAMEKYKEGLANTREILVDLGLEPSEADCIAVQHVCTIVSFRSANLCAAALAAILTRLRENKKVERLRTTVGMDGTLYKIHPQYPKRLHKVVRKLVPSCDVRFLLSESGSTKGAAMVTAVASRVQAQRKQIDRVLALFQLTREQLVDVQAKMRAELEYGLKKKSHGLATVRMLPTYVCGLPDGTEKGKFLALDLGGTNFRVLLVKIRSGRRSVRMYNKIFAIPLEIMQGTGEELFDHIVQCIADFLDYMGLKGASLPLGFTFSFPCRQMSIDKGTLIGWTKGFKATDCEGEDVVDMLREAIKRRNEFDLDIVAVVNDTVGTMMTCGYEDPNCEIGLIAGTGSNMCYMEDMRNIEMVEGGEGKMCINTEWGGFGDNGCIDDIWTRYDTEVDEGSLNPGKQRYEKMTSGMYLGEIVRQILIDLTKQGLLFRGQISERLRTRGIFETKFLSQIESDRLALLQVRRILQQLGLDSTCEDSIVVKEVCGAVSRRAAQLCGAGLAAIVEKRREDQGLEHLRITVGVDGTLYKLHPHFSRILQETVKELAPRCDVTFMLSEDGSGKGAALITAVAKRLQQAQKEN
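Incubation: 90 min at room temperature in dark / Material: recombinant HKDC1 (HK5) hexokinase enzyme, produced in-house / Quantity: enzyme 5 µg/mL final / Compound: one dose of 20 µM, 1% DMSO / Reagent: glucose and ATP substrates / Buffer or medium: Tris pH 8.0 buffer with MgCl2, Tween-20, BSA, BME / Technique: resorufin fluorescence at 613 nm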
SENP6 inh = inhibitors of human SENP6 protease. inhibition, % at 10 µM. Recombinant SENP6 catalytic domain, aminoluciferin luminescence. AID 2599. 1.8% of 330,000 active. Q9GZR1;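 active = inhibition above about 50% at the single tested dose, limit read from the data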;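 also: plate controls were DMSO wells with enzyme for no effect and DMSO wells lacking enzyme for full effect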
An asterisk follows results filed as active; . = not tested or not shown.

SMILES	SENP8 block-1	Apaf1 inhib	NALP3 yeast inh	SENP7 inh	SENP8 block-2	PfG6PD inh	SENP1 FRET inh	HKDC1 inhibitor	SENP6 inh
COc1ccc(Cl)cc1NC(=O)c1cc(C)no1	2	-3	21	-2	17	2	0	-2	9
CC1=C(C(=O)Nc2cccc(C(=O)NCc3ccc(F)cc3)c2)SCCO1	-3	1	12	-2	3	8	0	3	1
COc1ccc(C(C)=O)cc1COC(=O)Cn1cnc2ccccc2c1=O	-5	-6	-4	0	2	1	1	-5	-1
COc1ccc(S(=O)(=O)N(C)CC(=O)N2CCCC2)cc1Cl	1	-7	6	2	7	-1	-1	11	1
CCC(C)(C)NC(=O)CN(C(=O)CCC(=O)Nc1nccs1)c1ccc(C)cc1	4	5	-2	3	2	5	2	-4	25
CC(C)C[C@@H](CNCC(=O)[C@H](Cc1ccccc1)NC(=O)c1[nH]cnc1C(=O)N[C@H](CN)CC(C)C)NC(=O)c1nc[nH]c1C(=O)N[C@@H](CC(=O)O)C(=O)O	.	.	.	.	5	6	1	19	.
CCC(=O)Nc1ccc(NC(=O)C23CC4CC(CC(C4)C2)C3)cn1	10	1	11	1	6	-10	-1	5	-3
Cc1ccccc1-c1ccnc2[nH]n(-c3ccccc3)c(=O)c12	-8	14	11	-3	-8	16	2	-3	6
COC(=O)COc1cccc(/C=N/NC(=O)CCSc2ccccc2)c1	-5	11	19	4	9	10	3	2	-11
Cc1ccc(C)c(NC(=S)N2CCC(NC(=O)C3CCCCC3)CC2)c1	3	-4	9	-2	8	6	4	-9	0
CCOC(=O)c1sc2nc(C3CC3)cc(-c3ccc(OC)cc3)c2c1N	-2	12	1	4	-430	-11	8	5	-2
COc1ccccc1N1CCN(S(=O)(=O)c2c[nH]c(=O)[nH]c2=O)CC1	-7	3	0	1	20	-4	0	-9	-4
O=C(CN1CCC(O)(c2ccc3c(c2)OCO3)CC1)OC1CCCCC1	-6	-6	9	-3	4	6	2	-4	-7
CC(=O)Nc1ccc(Br)cc1C(=O)C(=O)O	-14	2	6	-5	24	-10	0	1	-9
COc1ccc(NC(=O)NNc2cc(N3CCOCC3)nc(N3CCOCC3)n2)cc1	-3	52*	30	1	44*	-2	1	0	25
O=C(NCC(=O)N1CCN(c2ccccc2)CC1)c1ccccc1	-2	-2	7	13	7	-16	0	5	-32
Cc1ccc(S(=O)(=O)N2CCCCC2C(=O)N2CCN(c3ccccc3F)CC2)cc1 (stereo not drawn)	5	7	8	-1	12	12	1	-7	-2
CCOc1ccc(C(=O)NC(=S)Nc2ccccn2)cc1[N+](=O)[O-]	1	-10	19	1	16	16	2	-3	-21
Cc1ccc(S(=O)(=O)Nc2c(C(=O)O)[nH]c3ccccc23)cc1C	8	0	1	-4	-21	-41	-15	1	-8
O=C(COc1cc(Cl)c(Cl)cc1Cl)N1CCN(c2ccccn2)CC1	.	.	.	.	15	11	2	-5	.
COc1cc(/C=C/CNC[C@H]2O[C@@H](n3ccc(=O)[nH]c3=O)[C@H](O)[C@@H]2O)ccc1O	.	.	.	.	6	13	-1	-4	.
Cc1ccc(SCC(=O)NNC(=O)CCS(=O)(=O)c2ccccc2)cc1	-4	4	-5	1	13	-9	2	3	8
CCN1C(=O)[C@H]2[C@@H](c3ccc(-c4ccc(C(C)=O)cc4)c(OC)c3)N3CCCC[C@@]3(C(=O)OC)[C@H]2C1=O	-1	25	3	-3	-93	5	0	1	-5
COc1ccc(-n2c(=S)[nH]c3cc(C(=O)NCCCN4CCCC4=O)ccc3c2=O)cc1	-6	-13	10	-5	12	-1	0	-6	2
COc1ccc(CCNC(=O)CCCOc2ccc(C)cc2)cc1OC	3	-1	-1	8	24	-10	2	-11	-8

The list goes on:
SMILES	SENP8 block-1	Apaf1 inhib	NALP3 yeast inh	SENP7 inh	SENP8 block-2	PfG6PD inh	SENP1 FRET inh	HKDC1 inhibitor	SENP6 inh
CCOC(=O)c1ccccc1NC(=O)COC(=O)c1ccccc1C(=O)N(C)c1ccccc1	-1	16	7	5	-4	19	1	0	1
C=CCNC(=S)NC(=O)c1ccc(C)c(Br)c1	-7	-5	29	-18	8	5	2	0	3
Nc1c(C(=O)Nc2cccc(C(=O)O)c2)sc2nc3c(cc12)CCCC3	47	6	20	25	-294	32	-25	3	71*
CC(NC(=O)C1CC=CCC1C(=O)O)C1CC2CCC1C2 (stereo not drawn)	-7	-7	3	-5	7	12	0	-3	-5
O=C(Cc1cccc2ccccc12)N/N=C/c1ccc(F)cc1	2	12	22	2	7	11	0	12	2
CC1=NN(c2ccccc2)C(=O)C1C(=O)c1ccc([N+](=O)[O-])cc1 (stereo not drawn)	-3	10	9	7	14	-22	2	-12	0
O=C1N[C@H](Cc2ccccc2)COC(=O)[C@@H](Cc2ccc(F)cc2)C/C=C\C[C@H]1CC(=O)N(CCO)Cc1ccccc1	5	24	12	-2	12	-11	-1	2	8
COc1ccc(CN2CCC(N3CC(C)OC(C)C3)CC2)c(OC)c1OC (stereo not drawn)	4	-9	23	-2	8	20	-1	-4	41
C=CCN1C(=O)/C(=C\c2ccco2)C(C(=O)OC)=C1C	2	-6	23	6	24	-5	4	-9	0
CSCc1cc(N2CCCC2)nc(-c2ccccc2)n1	6	-1	21	0	-15	-30	0	-1	-30
Cc1ccc(CSc2ccc(-c3ccc4c(c3)OCO4)nn2)cc1	10	3	2	0	4	31	1	-7	14
Cc1ccccc1NC(=S)NN1CCN(C)CC1	1	9	5	4	31	-11	0	1	6
CN=C(NC)SC1CC(=O)N(c2ccccc2)C1=O (stereo not drawn)	-1	-7	-3	3	20	-4	-4	-6	-1
O=C(Nc1cccc(F)c1)[C@@H]1CCCN1	1	-5	-1	1	6	10	3	0	0
C[C@H](NC(=O)COc1ccc(Cl)cc1)C(=O)N1CCC2(CC1)NCCc1[nH]cnc12	0	2	0	-2	10	3	2	2	-12
Cc1ccc(-c2c(NC(=O)c3ccco3)oc3ccccc3c2=O)cc1	-15	4	-10	-15	-37	-6	1	1	-21
Cc1occc1C(=O)NNC(=O)c1ccccc1C(=O)O	0	1	-1	9	8	6	1	5	15
COc1ccc(NC(=O)NNC(=O)COc2ccc(Cl)cc2C)cc1OC	1	-5	0	-1	-2	2	0	-5	-5
Cc1cc2ccccn2c1C(=O)c1ccc(Cl)c([N+](=O)[O-])c1	-12	14	18	2	25	0	8	0	-13
COc1ccccc1N1CC(C(=O)NCCN2C(=O)S/C(=C\c3cccnc3)C2=O)CC1=O (stereo not drawn)	-8	0	17	-3	10	15	2	-2	-8
Cc1ccc(-n2c(C)c3c(C)nnc(C)c3c2C)cc1N	0	-2	0	1	4	22	-7	-4	4
O=C(CN1C(=O)NC2(CCCC2)C1=O)Nc1ccc(F)c(Cl)c1	-4	-3	7	-2	11	-23	1	-6	-12
Cc1cccc(C)c1C(=O)N[C@@H](Cc1ccccc1)C(=O)O	-5	5	0	-8	4	-15	3	1	-6
CCCOc1ccc(-c2nc[nH]c2[N+](=O)[O-])cc1	-7	-5	17	-5	18	5	-8	-10	-58
O=C(O)c1cc(S(=O)(=O)N2CC3CC3C2C(=O)O)c(Cl)cc1Cl (stereo not drawn)	-5	-1	3	-5	7	9	0	-3	-2

3 entries picked at random from the list so far, as already listed:
SMILES	SENP8 block-1	Apaf1 inhib	NALP3 yeast inh	SENP7 inh	SENP8 block-2	PfG6PD inh	SENP1 FRET inh	HKDC1 inhibitor	SENP6 inh
Cc1ccc(CSc2ccc(-c3ccc4c(c3)OCO4)nn2)cc1	10	3	2	0	4	31	1	-7	14
Cc1ccc(-c2c(NC(=O)c3ccco3)oc3ccccc3c2=O)cc1	-15	4	-10	-15	-37	-6	1	1	-21
C=CCNC(=S)NC(=O)c1ccc(C)c(Br)c1	-7	-5	29	-18	8	5	2	0	3

Back to the main list, repeating the two entries before the break.
SMILES	SENP8 block-1	Apaf1 inhib	NALP3 yeast inh	SENP7 inh	SENP8 block-2	PfG6PD inh	SENP1 FRET inh	HKDC1 inhibitor	SENP6 inh
CCCOc1ccc(-c2nc[nH]c2[N+](=O)[O-])cc1	-7	-5	17	-5	18	5	-8	-10	-58
O=C(O)c1cc(S(=O)(=O)N2CC3CC3C2C(=O)O)c(Cl)cc1Cl (stereo not drawn)	-5	-1	3	-5	7	9	0	-3	-2
FC(F)(F)c1ccc(NC2=NCCC2)cc1	-10	13	20	-9	12	-17	3	-6	-3
O=C(CSc1nncc2ccccc12)Nc1cccc(O)c1	0	0	23	5	9	3	-1	-5	-47
O=C(Cn1c(=O)oc2ccccc21)Nc1nc(-c2ccc(Br)cc2)cs1	1	10	5	8	11	-3	2	-11	16
O=S1(=O)CC(O)C(Nc2ccccc2)C1 (stereo not drawn)	4	-5	1	-1	27	-8	0	2	1
CC#CC(=O)N1CCC(CCC(=O)N(C)Cc2ccccc2)CC1	1	0	13	1	8	-14	1	-1	4
Nc1ccc(S(=O)(=O)N2CCC(Cc3ccccc3)CC2)cc1	-2	16	23	7	3	-7	0	4	-16
Cc1ccccc1CNCc1ccc2c(c1)OCO2	-8	2	12	1	14	-3	2	-2	-7
O=C(c1ccc(Br)o1)N1N=C(c2ccc(Cl)cc2)CC1c1ccco1 (stereo not drawn)	-9	14	10	3	-45	12	-10	14	5
O=C(CSc1nnc(-c2cccnc2)n1Cc1ccccc1)N1CCOCC1	-6	-15	-9	-4	6	-5	-1	-6	-4
O=C(Cc1ccccc1)Nc1nnc(-c2cccc([N+](=O)[O-])c2)s1	1	-9	20	1	21	-2	3	-8	3
CCOC(=O)CC(NC(=O)CCc1c(C)nc2nc(C)nn2c1C)c1ccc(OC(C)C)cc1 (stereo not drawn)	8	-9	0	8	7	3	0	-9	10
COc1ccc(C)cc1NC(=O)NC(C)c1ccncc1 (stereo not drawn)	6	-17	0	3	3	8	0	10	-1
CCOC(=O)C1=C(CN2CCN(C(=O)c3ccco3)CC2)NC(=O)NC1c1ccc(C)cc1 (stereo not drawn)	2	5	0	2	7	-28	-4	-2	-4
CCSC(C)CC1C/C(=N/O)c2c(CC)noc2C1 (stereo not drawn)	-5	-3	17	-7	1	-6	4	0	-5
CCn1cc(CNC(=O)CCc2nnc(CCC3CCCCC3)o2)cn1	-18	6	12	-6	11	1	0	-5	-12
O=C(CSc1nc2ccccc2[nH]1)Nc1ccc(F)cc1	-7	6	-12	6	8	-7	3	0	22
CCOCCCNC(=O)c1ccc2c(c1)OCO2	-2	3	11	6	12	-6	2	2	-7
CCn1c(CSc2nc(C)cc(C)n2)nnc1SCC(=O)Nc1ccccc1	-6	-4	4	2	28	-4	-1	-5	-10
COc1cccc(C(=O)N2CCSC2=S)c1	3	-6	-13	3	8	-24	3	-2	-2
CCOc1ccc(C)cc1S(=O)(=O)Nc1ccc(Cl)cn1	8	0	-4	11	9	-5	1	-9	-2
